mHTT-CaM PPI inh: disrupts binding of mutant huntingtin to calmodulin; inhibition, % at 15 µM; hit rate 3.6% among 190,000; P42858; AlphaScreen His-mHTT/GST-CaM binding, luminescence;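 further: 0% = both proteins with DMSO and 100% = one protein alone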
Pf apPOL inh: Pf-apPOL DNA polymerase inhibition. hit rate 0.25% among 210,000. Recombinant Pf-apPOL, molecular beacon fluorescence, 1.5 h. inhibition, % at 10 µM. AID 1794808
Starred values were filed as active, the others as inactive; x = no result given; & = joins results of further samples. No stated cut-off is given here; in the data, active means inhibition above about 50%; inactive means the rest. An unsorted share of the library. Share with any hit: about 3.5%.

The first 31 records (preview)
SMILES	mHTT-CaM PPI inh	Pf apPOL inh
COc1ccc(C=C2Oc3c(ccc(OC)c3C)C2=O)cc1	-4	-7
O=C1CCCC2=C1C(c1ccc3c(c1)OCO3)n1nc(-c3cccc(Cl)c3)nc1N2 (stereo not given)	19	-2
COc1ccc(C2/C=C\CN(S(=O)(=O)c3ccc(C)cc3)[C@@H](C)C(=O)N2Cc2ccc(F)cc2)cc1 (stereo not given in full)	13	0
O=C(NC(NCc1cccnc1)C(Cl)(Cl)Cl)c1cccc([N+](=O)[O-])c1 (stereo not given)	5	0
O=C(c1ccc(F)cc1Cl)N1CCc2nc(-c3ccccc3)ncc2C1	17	-4
Cc1ccc(-c2nc(NC(=O)COc3ccccc3[N+](=O)[O-])sc2C)cc1	9	-5
CCOc1ccc(S(=O)(=O)NCC(OC)OC)c2cccnc12	-4	-5
CNC(=O)c1cnn(-c2c(Cl)cc(Cl)cc2Cl)c1COC	x	-2
O=S(=O)(c1ccccc1)N1CCN(Cc2nc3ccccc3[nH]2)CC1	-2	-6
O=C(Cc1cccc(F)c1)N1CCCC1c1nc(-c2ccc(F)cc2F)no1 (stereo not given)	-8	-2
Cc1nn2cnnc2[nH]c1=O	-4	x
C=CCCC(=O)NCC(O)c1ccc(C(F)(F)F)cc1 (stereo not given)	-15	-3
CCC(=O)NCc1csc(C2CCN(S(=O)(=O)c3cccc(OC)c3)CC2)n1	10	-3
Cc1nc(-c2ccc(F)cc2)sc1C(=O)N1CCC(CC(=O)NC2CCCC2)CC1	27	-8
O=C(O)c1ccccc1NC1=NS(=O)(=O)c2ccccc21	10	-5
COc1ccc2cc3cc(C(=O)NCc4ccccc4OC)oc3nc2c1	5	-2
CN(C(=O)c1cc(-c2ccc(Cl)c(Cl)c2)on1)c1ccccc1	-4	3
O=C(c1ccc2[nH]ccc2c1)N1CCc2nc3cc[nH]n3c(=O)c2C1	1	-1
CC(=O)Nc1nc(SCSc2n[nH]c(NC(C)=O)n2)n[nH]1	-8	x
O=[N+]([O-])c1cc2c(cc1CN1CCN(Cc3ccccc3)CC1)OCO2	9	-6
O=C(Nc1ccc(C2SCCS2)cc1)c1ccccc1F	x	-2
Cn1nc(-c2nc(-c3ccc(F)cc3)no2)c2c1CCN(C(=O)c1ccccc1)C2	16	0
O=C(Nc1cccc(-c2ccc(N3CCOCC3)nn2)c1)c1ccc2nsnc2c1	-6	2
Cc1cccc(-n2ccnc2SCC(=O)Nc2ccccc2F)c1C	24	5
COc1cccc(C2=NOC(C(=O)NCc3ccc(F)cc3)C2)c1 (stereo not given)	-12	-9
O=C(CN1C(=O)C2C3CCC(C3)C2C1=O)Nc1ccc(Cl)cc1Cl (stereo not given)	-2	-5
CC(C)(C)c1ccc2c(c1)OCCOCCOCCO2	-6	x
CC12c3ccccc3C(C)(c3ccccc31)C1C(=O)N(c3ccccc3C#N)C(=O)C12 (stereo not given)	2	1
Cc1cccc(NC(=O)CC2SC(=Nc3ccc(F)cc3)N(C)C2=O)c1 (stereo not given)	-3	-7
COc1ccccc1/C=C/C=C1\N=C(c2ccc(C)cc2)OC1=O	29	-1
COc1ccc(C2=NN(CC(=O)NCCCSC3CCCCC3)C(=O)CC2)cc1	24	-24

Results (from the top)
SMILES	mHTT-CaM PPI inh	Pf apPOL inh
COc1ccc(C=C2Oc3c(ccc(OC)c3C)C2=O)cc1	-4	-7
O=C1CCCC2=C1C(c1ccc3c(c1)OCO3)n1nc(-c3cccc(Cl)c3)nc1N2 (stereo not given)	19	-2
COc1ccc(C2/C=C\CN(S(=O)(=O)c3ccc(C)cc3)[C@@H](C)C(=O)N2Cc2ccc(F)cc2)cc1 (stereo not given in full)	13	0
O=C(NC(NCc1cccnc1)C(Cl)(Cl)Cl)c1cccc([N+](=O)[O-])c1 (stereo not given)	5	0
O=C(c1ccc(F)cc1Cl)N1CCc2nc(-c3ccccc3)ncc2C1	17	-4
Cc1ccc(-c2nc(NC(=O)COc3ccccc3[N+](=O)[O-])sc2C)cc1	9	-5
CCOc1ccc(S(=O)(=O)NCC(OC)OC)c2cccnc12	-4	-5
CNC(=O)c1cnn(-c2c(Cl)cc(Cl)cc2Cl)c1COC	x	-2
O=S(=O)(c1ccccc1)N1CCN(Cc2nc3ccccc3[nH]2)CC1	-2	-6
O=C(Cc1cccc(F)c1)N1CCCC1c1nc(-c2ccc(F)cc2F)no1 (stereo not given)	-8	-2
Cc1nn2cnnc2[nH]c1=O	-4	x
C=CCCC(=O)NCC(O)c1ccc(C(F)(F)F)cc1 (stereo not given)	-15	-3
CCC(=O)NCc1csc(C2CCN(S(=O)(=O)c3cccc(OC)c3)CC2)n1	10	-3
Cc1nc(-c2ccc(F)cc2)sc1C(=O)N1CCC(CC(=O)NC2CCCC2)CC1	27	-8
O=C(O)c1ccccc1NC1=NS(=O)(=O)c2ccccc21	10	-5
COc1ccc2cc3cc(C(=O)NCc4ccccc4OC)oc3nc2c1	5	-2
CN(C(=O)c1cc(-c2ccc(Cl)c(Cl)c2)on1)c1ccccc1	-4	3
O=C(c1ccc2[nH]ccc2c1)N1CCc2nc3cc[nH]n3c(=O)c2C1	1	-1
CC(=O)Nc1nc(SCSc2n[nH]c(NC(C)=O)n2)n[nH]1	-8	x
O=[N+]([O-])c1cc2c(cc1CN1CCN(Cc3ccccc3)CC1)OCO2	9	-6
O=C(Nc1ccc(C2SCCS2)cc1)c1ccccc1F	x	-2
Cn1nc(-c2nc(-c3ccc(F)cc3)no2)c2c1CCN(C(=O)c1ccccc1)C2	16	0
O=C(Nc1cccc(-c2ccc(N3CCOCC3)nn2)c1)c1ccc2nsnc2c1	-6	2
Cc1cccc(-n2ccnc2SCC(=O)Nc2ccccc2F)c1C	24	5
COc1cccc(C2=NOC(C(=O)NCc3ccc(F)cc3)C2)c1 (stereo not given)	-12	-9
O=C(CN1C(=O)C2C3CCC(C3)C2C1=O)Nc1ccc(Cl)cc1Cl (stereo not given)	-2	-5
CC(C)(C)c1ccc2c(c1)OCCOCCOCCO2	-6	x
CC12c3ccccc3C(C)(c3ccccc31)C1C(=O)N(c3ccccc3C#N)C(=O)C12 (stereo not given)	2	1
Cc1cccc(NC(=O)CC2SC(=Nc3ccc(F)cc3)N(C)C2=O)c1 (stereo not given)	-3	-7
COc1ccccc1/C=C/C=C1\N=C(c2ccc(C)cc2)OC1=O	29	-1
COc1ccc(C2=NN(CC(=O)NCCCSC3CCCCC3)C(=O)CC2)cc1	24	-24
CC(CCN1CCCC1CO)c1ccccc1 (stereo not given)	-4	0
COCCCNC(=O)C1CCCN(C(=O)c2cc(C)cc(C)c2)C1 (stereo not given)	-4	2
CC1C(=O)N(Cc2cn(Cc3ccco3)nn2)CCS(=O)(=O)N1Cc1ccc(-c2ccc(F)cc2Cl)cc1 (stereo not given)	81*	4
O=C(Cc1ccc(F)cc1)Nc1ccc(S(=O)(=O)Nc2nccs2)cc1	37	-12
CC(=O)N1CCc2ccccc2C1C(=O)N1CCN(C2CCCCC2)CC1 (stereo not given)	22	3
CC1CCCCN1Cc1c(O)ccc2c1OC(=Cc1cccnc1)C2=O (stereo not given)	6	-3
O=C(O)C1C2C=CC(C2)C1C(=O)N1CCc2ccccc21 (stereo not given)	3	-5
O=C(Nc1nccs1)c1ccc(N2C(=O)c3ccccc3C2=O)cc1	-7	0
Cc1ccc(-c2nc(C3CCN(S(=O)(=O)c4cccc(C#N)c4)CC3)no2)cc1	-8	-2
Cc1nc(Oc2ccc3ccc(=O)oc3c2)c2c3c(sc2n1)CC(C)CC3 (stereo not given)	-1	5
CCOc1ccccc1NC(=O)c1c(NCc2ccncc2)sc2c1CCCC2	53*	-15
COc1ccc(Cl)cc1C1=N/C(=C/c2cccc(Cl)c2)C(=O)O1	2	-6
CCCOc1ccccc1/C=c1\sc2nc(-c3ccc(OC)cc3)nn2c1=O	3	4
COc1cccc(C(=O)N2CC(CN(C)C)C3(CCOCC3)C2)c1 (stereo not given)	-1	-2
Cc1ccc(-c2cn3c4c(=O)n(C)c(=O)n(C)c4nc3n2-c2ccccc2)cc1C	4	-3
CC(C)CSc1nc2ccccc2n1CC(N)=O	-8	-3
Nc1nc(-c2cccnc2)nc(-c2cccnc2)n1	0	1
CC(C)=CC/C=C1\CCC2C(=O)NC(=O)C2C1 (stereo not given)	2	x
O=C(NCC1CC1)c1ccccc1NS(=O)(=O)c1cccc2nonc12	x	-2
O=C(NCc1cccs1)c1cc2c(s1)CCN(C(=O)c1ccccc1)C2	5	-3
CCCC1c2ccc(C)n2CCN1C(=O)Nc1cccc(OC)c1 (stereo not given)	7	1
OC1CCN(C(=S)NC2CCCCCCC2)CC1	x	-7
Cc1ccc(-c2nc3cc(N)ccc3o2)cc1C	24	-17
COc1ccc(CNC(=O)c2ccc(Br)o2)cc1	-4	-8
C#Cc1cccc(NC(=O)CSc2nnc(-c3ccc(C(F)(F)F)cn3)o2)c1	x	-4
CC1CCN(CNC(=O)c2cc3ccccc3o2)CC1	0	-7
Cc1ccccc1S(=O)(=O)N1CCC2(CC1)NCCN=C2NC1CCCC1	-4	-2
Cc1cc(=O)[nH]c(SCc2nc3ccccc3c(=O)[nH]2)n1	1	-24
O=C(NCc1ccccn1)c1ccc(Cn2nnc3ccsc3c2=O)cc1	10	-3

(more compounds)
SMILES	mHTT-CaM PPI inh	Pf apPOL inh
CCOc1ccccc1NC(=O)N1CCCC1c1ccccc1C (stereo not given)	-4	-5
COc1ccc(C(=O)Nc2nnc(Cc3ccccc3)s2)cc1OC	1	1
Cc1cc2c(cc1C)NC(C)CC(=O)N2 (stereo not given)	x	-2
CC(=O)OCC(=O)C1(O)C(C)CC2C3CCC4CC(=O)C=CC4(C)C3C(O)CC21C (stereo not given)	x	-1
O=C1N(c2ccc(F)cc2)c2ncccc2S(=O)(=O)N1Cc1ccccc1F	-2	3
Cc1ccccc1N1CC23C=CC(O2)C(C(=O)O)C3C1=O (stereo not given)	1	-3
CCc1ccc(-n2[nH]c3c(cnc4ccc(C(=O)NC5CCCCC5)cc43)c2=O)cc1	1	2
O=C(c1cc(Sc2ccccc2Cl)nc2ccccc12)N1CCC2(CC1)OCCO2	1	-3
CN(c1ccccc1)S(=O)(=O)c1ccc(C(=O)Nc2nnc(-c3ccc(Cl)s3)o2)cc1	20	1
O=C1C(=Cc2ccccc2)Oc2c1ccc1c2CN(Cc2cccnc2)CO1	41	-26
Cc1ccc(S(=O)(=O)N(CC(=O)N2CCCC2)Cc2ccccc2)cc1	-2	2
N#CC1=C(N)N(c2ccccc2F)C2=C(C(=O)CCC2)C1c1ccsc1 (stereo not given)	7	-3
CN1CCOc2cc(S(=O)(=O)NC3CCCCNC3=O)ccc21 (stereo not given)	x	-2
COc1ccc(-c2nc(N(C)Cc3ccccc3)c3ccccc3n2)cc1OC	20	4
Cc1nn(Cc2ccc(Cl)cc2)c(C)c1NC(=O)CCCn1nc([N+](=O)[O-])cc1C	9	-7
COCCn1c(=N)c(C(=O)NCc2ccco2)cc2c(=O)n3ccccc3nc21	5	-13
CCOC(=O)c1cn(C2CN(C(=O)Cc3ccccc3F)C2)nn1	-8	-1
CCn1ncc([N+](=O)[O-])c1C(=O)Nc1sc2c(c1C#N)CCCCCC2	13	0
NS(=O)(=O)c1cccc(NC(=O)c2ccc([N+](=O)[O-])cc2)c1	-2	-82
O=C(O)[C@@H]1Cc2ccccc2N1	x	-4
C=CC1OCC2(CO)C(C)C=C(C)C1C2C (stereo not given)	-2	-2
COc1ccc(N=C2SCC(C(C)(C)C)=NN2C)cc1	x	3&-8
CC(=O)N1N=C(c2cccc(Br)c2)OC12CCCC2	-17	-25
CC(=O)Nc1sc2c(c1C(=O)N1CCOCC1)CCCCC2	5	-5
Cc1ccc(CN2C(=O)NC3(CCCN(C(=O)c4ccc5c(c4)OCO5)C3)C2=O)cc1 (stereo not given)	-3	-8
CSc1nn(-c2c(Cl)cc(C(F)(F)F)cc2Cl)c(N)c1C#N	x	1
N#CCCSc1ccccc1NC(=O)c1ccc([N+](=O)[O-])s1	-13	-2
O=C(NC1CC1)c1ccc(OCC2CCN(C(=O)C3(c4ccccc4)CC3)CC2)cc1	13	0
COc1ccc(C2=CC(c3ccccc3C)n3nnnc3N2)cc1 (stereo not given)	26	-3
CC(NC(=O)c1cc(N2CCSCC2)nc2ccccc12)C(C)(C)C (stereo not given)	-6	0
COc1ccc(-c2ncnn2-c2cccc(C(F)(F)F)c2)cc1OC	1	-3
COc1ccc([N+](=O)[O-])cc1C1Oc2ccccc2C2CC(c3cccs3)=NN21 (stereo not given)	28	0
Cc1nc(N2CCC(C)CC2)c2cnn(-c3ccc(F)cc3)c2n1	-42	-2
COc1ccccc1C(=O)N1CCC(c2nc(-c3ccc(NC(C)=O)cc3)no2)CC1	3	6
COc1cccc(C(=O)NCCCc2ccc(N(C)C)cc2)c1OC	21	5

Some of these compounds in order of formula weight, low to high.
SMILES	mHTT-CaM PPI inh	Pf apPOL inh
CC(=O)Nc1sc2c(c1C(=O)N1CCOCC1)CCCCC2	5	-5
N#CCCSc1ccccc1NC(=O)c1ccc([N+](=O)[O-])s1	-13	-2
COc1ccc(-c2ncnn2-c2cccc(C(F)(F)F)c2)cc1OC	1	-3
